Lmaj promast: inhibitors of Leishmania major promastigote growth | Leishmania major promastigotes, resazurin fluorescence viability | inhibition, % at 10 µM | actives 9% (n = 200,000); in the data active = inhibition above about 50%;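 note: promastigotes grown with compound for 44 hours at 28 °C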
Redox H2O2 prof: compounds producing H2O2 with reducing agent – biochemical, NIH compound library profiling, artefact control for MLSCN library redox annotation, primary screen | DTT-dependent redox cycling H2O2, phenol red/HRP absorbance; 100% = 100 µM peroxide control, 0% = buffer | activation, % at 10 µM | actives 0.03% (n = 200,000) | AID 878;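 active = activation of at least 50% relative to the plate's high and low controls in the primary single-dose screen; inactive = activation below 50%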;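 note: compound incubated with DTT at 0.8 mM final as the reducing agent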
ROMK primary: human ROMK K+ channel modulation, primary screen; Tet-inducible ROMK, thallium flux fluorescence; actives lie on both sides; AID 1918; B-score at 10 µM; actives 2% (n = 130,000); P48048;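 active = signal ratio slope over the read window, or its plate-corrected B-score, at least 3 SD from the plate mean, either direction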;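 note: B-score of the F/F0 ratio slope over 7 to 12 s after thallium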
PPARg SRC-3 ag: PPARgamma-driven SRC-3 recruitment agonism; P37231; biochemical PPARgamma/SRC-3 coactivator recruitment assay; activation, % at 8 µM; actives 0.26% (n = 200,000); AID 731; in the data active = activation above about 23%;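 note: 0% = DMSO and 100% = reference agonist; some compounds past the cut are filed as inactive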
Target sequence (P37231 whole entry, looked up): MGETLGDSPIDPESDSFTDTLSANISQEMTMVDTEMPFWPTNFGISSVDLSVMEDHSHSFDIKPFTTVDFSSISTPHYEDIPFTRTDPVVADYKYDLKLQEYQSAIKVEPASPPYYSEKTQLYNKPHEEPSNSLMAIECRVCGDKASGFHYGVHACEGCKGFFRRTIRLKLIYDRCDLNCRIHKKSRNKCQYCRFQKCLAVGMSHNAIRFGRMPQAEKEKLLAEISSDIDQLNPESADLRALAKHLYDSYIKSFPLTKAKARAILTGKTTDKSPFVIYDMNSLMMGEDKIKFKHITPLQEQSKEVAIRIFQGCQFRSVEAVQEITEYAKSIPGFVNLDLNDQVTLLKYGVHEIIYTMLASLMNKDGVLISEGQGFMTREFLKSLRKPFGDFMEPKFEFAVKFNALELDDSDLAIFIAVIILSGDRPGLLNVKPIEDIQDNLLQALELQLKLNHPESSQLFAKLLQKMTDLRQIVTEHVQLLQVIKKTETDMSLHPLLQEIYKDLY
bIAP inh: intestinal alkaline phosphatase (bovine) inhibition; inhibition, % at 20 µM; 190,000 tested, under 10 active; purified bovine IAP, CDP-star luminescence, 30 min;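 active = over 50% inhibition of intestinal alkaline phosphatase at 20 µM in the single-dose screen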
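System: purified bovine intestinal alkaline phosphatase (IAP) enzyme; Input: IAP diluted 1/65,000,000 in the well; Measured by: CDP-star luminescence signal; Compound dosing: 20 µM single dose; Incubation: 30 min reaction at room temperature.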
TLR4-MyD88 BLA: TLR4-MyD88 interaction inhibition in cells | O00206+Q99836 | AID 861 | actives 0.18% (n = 200,000) | HeLa CL3-4 TLR4/MyD88 BLA complementation, FRET ratio | inhibition, % at 8.4 µM; in the data active = inhibition above about 25%;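 note: 0% = vehicle and 100% = reference inhibitor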
bIAP activator: increases bovine intestinal alkaline phosphatase activity; purified bovine IAP, CDP-star luminescence, 30 min; active compounds read high; fold of DMSO-control signal, blank-subtracted; actives 0.17% (n = 200,000); activation factor at 20 µM; AID 1016;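 active = activation factor of 2 or more at 20 µM, a signal rise over negative controls twice the positive control's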
PPARg SRC-1 ag: PPARgamma-driven SRC-1 recruitment agonism; PPARgamma-SRC-1 coactivator recruitment biochemical assay; activation, % at 8 µM; actives 0.41% (n = 200,000); in the data active = activation above about 19%;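 note: 0% = DMSO and 100% = reference agonist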
S1P3 antagonist: blocks the human S1P3 receptor; CHO S1P3 NFAT-BLA reporter, FRET fluorescence, antagonist mode; inhibition, % at 4.98 µM; actives 0.27% (n = 170,000); AID 485;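 active = inhibition above the plate cutoff, the mean inhibition of test wells on that plate plus 3 SD, cut at about 28% in these data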;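 note: cells challenged with S1P at its EC80 of 0.8 µM; blue over green emission ratio from cleaved BLA substrate after 4 h stimulation; 0% = S1P-stimulated wells and 100% = unstimulated DMSO-only wells; some compounds past the cut are filed as inactive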
Target sequence (Q99500 whole entry, looked up): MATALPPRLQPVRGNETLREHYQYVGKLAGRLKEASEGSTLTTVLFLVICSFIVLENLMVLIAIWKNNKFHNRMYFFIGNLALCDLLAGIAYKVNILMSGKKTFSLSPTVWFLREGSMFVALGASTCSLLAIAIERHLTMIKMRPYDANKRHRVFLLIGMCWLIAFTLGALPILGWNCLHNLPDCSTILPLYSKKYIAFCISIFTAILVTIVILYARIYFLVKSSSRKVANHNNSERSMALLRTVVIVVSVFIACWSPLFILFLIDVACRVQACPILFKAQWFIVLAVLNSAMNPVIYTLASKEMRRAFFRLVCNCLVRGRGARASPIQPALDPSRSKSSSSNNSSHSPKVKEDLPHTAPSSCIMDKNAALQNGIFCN
PPARg SRC-2 ag: promotes SRC-2 coactivator recruitment by human PPARgamma; P37231; actives 0.34% (n = 200,000); activation, % at 8 µM; PPARgamma LBD-SRC-2 recruitment, biochemical; in the data active = activation above about 22%;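 note: 0% = vehicle and 100% = reference agonist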
SRC2 TRFRET art: flags TR-FRET format artefacts in PPARgamma SRC-2 recruitment agonist screen; TR-FRET artefact counter-screen; active compounds read high; TR-FRET ratio at 8 µM; actives 0.4% (n = 200,000); in the data active = TR-FRET ratio above about 2000; note: inactives centre near 1500; reference of the scale not given here
An asterisk follows results filed as active; · = no result given.

SMILES	Lmaj promast	Redox H2O2 prof	ROMK primary	PPARg SRC-3 ag	bIAP inh	TLR4-MyD88 BLA	bIAP activator	PPARg SRC-1 ag	S1P3 antagonist	PPARg SRC-2 ag	SRC2 TRFRET art
COc1ccc(Nc2ccc(N3C(=O)CC(C)C3=O)cc2[N+](=O)[O-])cc1OC (stereo not given)	-7	0.0	0.16	6	23	0	0.8	7	9	7	1665
Cc1ccccc1/C=C/C(=O)NCC(=O)N1CCC(N(C)C2CCCCC2C)CC1 (stereo not given)	1	1.0	-0.85	-3	3	-9	1	-3	-4	-11	1499
C#CC(C)(CC)NC(=O)c1cc2nc(C3CC3)cc(C(F)(F)F)n2n1 (stereo not given)	28	-0.2	-1	-7	1	1	1	-6	-3	1	1565
CCOCCCNC(=O)CSc1ccccc1	-4	1.3	·	5	7	-1	0.9	-1	-18	7	1501
COc1ccc(-c2[nH]ncc2CN(CC2CCC(=O)N2)C(C)C)cc1F (stereo not given)	1	-0.8	1.4	4	0	-7	1	6	-23	11	1566
Cc1ccc(-c2nn(-c3ccccc3)cc2/C=C(\C#N)c2cccc(C#N)c2)o1	9	-5.3	·	2	10	-11	0.9	2	48	-2	1602
O=C(CSc1nc2c(cnn2-c2ccc(F)cc2)c(=O)[nH]1)N1CCCCC1	-7	0.0	·	-2	19	14	0.8	-4	-24	1	1371
Cc1ccc(C(=O)Nc2ccccc2C(=O)NCc2ccccc2)cc1	15	-0.6	-1.1	1	5	-1	0.9	9	-3	16	1584
CCCNc1nc(N2CCOCC2)nc(N2CCOCC2)n1	-1	2.1	·	3	3	5	1	4	-31	-3	1389
COc1ccc(CC(=O)NC(C)c2nnc(SCC(=O)Nc3ccccc3)n2C)cc1 (stereo not given)	-1	-0.8	0.025	-2	-6	14	1.1	3	-9	-5	1397
COc1ccc(C2=NOC3(CC(=O)N(c4ccc(Cl)cc4)C3=O)C2)c(OC)c1 (stereo not given)	-9	1.9	·	0	6	4	0.9	3	·	9	1563
CCn1c(=N)c(S(=O)(=O)c2ccc(C)cc2)cc2c(=O)n3ccccc3nc21	-2	-0.2	0.39	-2	0	21	1	0	0	0	1486
O=C(NCc1cccnc1)c1cccs1	-5	-1.4	-0.015	5	-15	2	1.1	2	1	8	1734
CN(C(=O)COC(=O)CCc1nc2ccccc2c(=O)[nH]1)C1CCS(=O)(=O)C1 (stereo not given)	-2	-0.1	0.82	0	-9	-2	1.1	0	-15	-5	1478
COc1ccc(CN2CNc3c(c(=O)n(C)c(=O)n3C)C2)cc1	-7	0.5	0.18	3	3	-2	1	2	-2	1	1715

Entries above that contain a halogen, in the order listed:
SMILES	Lmaj promast	Redox H2O2 prof	ROMK primary	PPARg SRC-3 ag	bIAP inh	TLR4-MyD88 BLA	bIAP activator	PPARg SRC-1 ag	S1P3 antagonist	PPARg SRC-2 ag	SRC2 TRFRET art
C#CC(C)(CC)NC(=O)c1cc2nc(C3CC3)cc(C(F)(F)F)n2n1 (stereo not given)	28	-0.2	-1	-7	1	1	1	-6	-3	1	1565
COc1ccc(-c2[nH]ncc2CN(CC2CCC(=O)N2)C(C)C)cc1F (stereo not given)	1	-0.8	1.4	4	0	-7	1	6	-23	11	1566
O=C(CSc1nc2c(cnn2-c2ccc(F)cc2)c(=O)[nH]1)N1CCCCC1	-7	0.0	·	-2	19	14	0.8	-4	-24	1	1371
COc1ccc(C2=NOC3(CC(=O)N(c4ccc(Cl)cc4)C3=O)C2)c(OC)c1 (stereo not given)	-9	1.9	·	0	6	4	0.9	3	·	9	1563

(continued)
SMILES	Lmaj promast	Redox H2O2 prof	ROMK primary	PPARg SRC-3 ag	bIAP inh	TLR4-MyD88 BLA	bIAP activator	PPARg SRC-1 ag	S1P3 antagonist	PPARg SRC-2 ag	SRC2 TRFRET art
CC(C)CCNC(=O)NC(=O)CSc1ncccn1	-6	0.3	0.21	4	3	-7	1	2	-3	5	1404
CCc1cc2cc(C(=O)Nc3ccc(F)cc3)sc2s1	-8	3.5	·	21	7	4	0.9	15	·	39*	2237*
O=C(Cc1csc(N2CCOCC2)n1)N/N=C/c1ccc(O)c(O)c1O	-9	0.5	1.9	9	-7	6	1.1	7	-14	12	1664
CC(C)CC(=O)Nc1cccc(-c2cn3ccsc3n2)c1	7	0.6	-0.57	-4	8	-4	0.9	1	-5	-1	1671
Cc1cc(C)nc(NS(=O)(=O)c2ccc(NC(=O)C3(c4ccc([N+](=O)[O-])cc4)CCCC3)cc2)n1	-11	0.2	·	-2	4	-8	1	0	-11	-2	1625
O=C(CCNS(=O)(=O)c1ccc(Cl)cc1)NCc1cccs1	-5	-0.8	0.46	2	25	3	0.7	-5	-5	3	1707
CC(C)C(C(=O)Nc1nccs1)c1ccc(Cl)cc1 (stereo not given)	12	-1.3	0.41	3	-13	-7	1.1	0	5	-4	1616
N#Cc1c(C(F)(F)F)cc(-c2ccc(F)cc2)[nH]c1=O	-8	-0.4	-0.26	1	-5	-18	1.1	1	-9	4	1519
O=C(NNS(=O)(=O)c1ccccc1[N+](=O)[O-])c1ccc(F)cc1	-5	0.2	-0.058	-1	-10	-13	1.1	-5	-16	0	1530
COc1cc2c(cc1NC(=O)C1CCCO1)oc1ccccc12 (stereo not given)	10	2.0	·	5	-3	-6	1	4	16	3	1361
CCOc1cc(NC(=S)NCc2ccco2)c(OCC)cc1NC(=O)CC(C)C	0	0.5	·	0	11	4	0.9	-3	2	1	1647
O=C(CNc1ccccc1F)N/N=C/C1CC=CCC1 (stereo not given)	-8	0.0	-0.22	10	-10	18	1.1	-2	-8	2	1588
COc1ccc(C(CNC(=O)CCOc2ccccc2)N(C)C)cc1 (stereo not given)	5	-0.2	1.2	20	1	-7	1	2	·	3	1606
CNC(=S)N1CCN(c2ccc(Cl)c(Cl)c2)CC1	12	-1.7	-0.055	2	0	0	1	6	16	-2	1722
O=C(O)c1ccc(NC(=S)NC(=O)c2ccc(-c3ccccc3)cc2)cc1	-1	-0.1	·	6	14	4	0.9	4	-16	-2	1553
COc1ccc(C2CC(c3ccc(Br)cc3)Nc3nc(N)nn32)cc1 (stereo not given)	9	0.0	2.3	-4	-3	-2	1	-1	-9	-9	1500
O=C(/C=C/c1ccc(F)cc1)NCCc1ccc2c(c1)OCCO2	4	0.6	·	7	10	5	0.9	3	-3	-2	1748
O=C1CC(c2ccccc2)Cc2nc(N3CCc4ccccc4C3)ncc21 (stereo not given)	6	1.8	·	-3	11	-7	0.9	6	·	-7	1491
COC(=O)c1ccc(CSc2nnnn2Cc2ccccc2)cc1	97*	1.8	-0.28	-5	41	-7	0.6	6	3	1	1835
Cc1ccc(NC(=O)c2cc(S(=O)(=O)c3ccccc3)ccc2Cl)cc1	34	0.1	-0.075	7	31	5	0.7	0	·	12	1715
Cc1c(Cl)cccc1NC(=S)NCc1cccs1	8	0.2	·	1	1	8	1	5	15	-1	1566
CCN(CC)CCP(=O)(c1ccccc1)c1ccccc1	-2	-1.6	·	-1	14	-4	0.9	9	·	2	1652
O=C(NCc1cn2ccsc2n1)c1c(F)cccc1Cl	-5	-1.5	·	0	5	11	1	8	-5	-2	1684
CC(=O)Nc1nc(-c2ccc3c(c2)CCO3)cs1	2	-0.5	-0.024	-1	6	-12	0.9	-13	-18	0	1569
S=C1NCCOCCOCCOCCNC(=S)NCCOCCOCCOCCN1	1	0.3	-0.042	-1	7	0	0.9	-4	·	0	1469
N#Cc1nc(Cc2cccc3ccccc23)oc1N1CCC(C(N)=O)CC1	13	2.5	-1.5	9	-1	-3	1	4	-35	4	1605
CC(CNc1ccc([N+](=O)[O-])c2cccnc12)Nc1c([N+](=O)[O-])cc(C(F)(F)F)cc1[N+](=O)[O-] (stereo not given)	77*	1.9	·	1	-9	-9	1.1	4	-5	3	1544
COc1ccc(OC)c(S(=O)(=O)N2CCCc3ccccc32)c1	100*	-0.4	-2	3	0	4	1	4	4	4	1622
COc1ccc(OCC(O)Cn2ccnc2C)cc1 (stereo not given)	67*	0.2	·	1	3	-2	1	6	·	7	1504
N/C(=N\S(=O)(=O)c1ccccc1)c1ccc([N+](=O)[O-])cc1	-4	-0.8	0.28	8	4	1	1	2	3	15	1755
CSc1nnc(-c2ccc(S(=O)(=O)N3CCCC3)cc2)n1C	-1	-0.1	0.094	-4	2	8	1	5	-35	1	1510
O=C(Nc1ccccc1NS(=O)(=O)c1ccc(F)cc1)C1CCCC1	-9	-2.7	-0.27	1	-19	3	1.2	7	-13	4	1561
CC(Sc1nnc(-c2ccc(Cl)cc2)n1C)C(N)=O (stereo not given)	-4	1.0	·	-2	2	13	1	0	-26	1	1305
COCCN(CCOC)C(=O)CCn1c(=O)oc2ccccc21	-9	0.3	·	9	2	-14	1	4	-19	2	1501
Cc1ccc(C2C(C(=O)c3cccs3)=C(O)C(=O)N2c2nnc(C)s2)cc1 (stereo not given)	-5	-0.2	-2.3	7	-54	6	1.5	23*	0	12	2089*
COC(=O)C1CCN(c2cnccn2)CC1	-2	-1.0	·	0	0	-10	1	8	-34	-1	1345
CCOC(=O)c1sc2nc(CC(=O)OC)nc(N(C)CCc3ccccn3)c2c1C	46	-0.3	-1.2	2	7	4	0.9	-1	-14	4	1562
CCOCCCn1c(=S)[nH]c2cc(C(=O)N3CCN(C)CC3)ccc2c1=O	-2	1.9	0.41	1	10	0	0.9	6	·	0	1541
CCn1c(CSc2nc(C)cs2)nc2cc(S(=O)(=O)N(C)C)ccc21	-2	-1.3	-0.026	-1	1	9	1	4	-26	-2	1493
O=C(/C=C/c1cccc([N+](=O)[O-])c1)NCCSCc1ccc(Cl)cc1	0	0.1	-0.91	0	-1	13	1	7	3	0	1499
CCOc1ccccc1N1CCN(S(=O)(=O)c2ccc3c4c(cccc24)C(=O)N3)CC1	74*	-2.6	·	3	6	2	0.9	-2	3	8	1467
COc1ccc(C2NC(c3ccc(OC)c(OC)c3OC)C(C)C(=O)C2C)c(OC)c1OC (stereo not given)	8	-0.1	0.11	-5	-5	1	1.1	0	-7	8	1844
O=C(NC(NC(=S)Nc1ccccc1O)C(Cl)(Cl)Cl)c1ccco1 (stereo not given)	-3	0.2	·	1	-8	8	1.1	1	-9	5	1517
Cc1ccc(N2CCN(c3ccc(C)cc3)C2c2cccnc2)cc1	86*	-0.5	0.57	9	2	-7	1	-2	·	9	1450
C=CCn1cnc2c(c1=O)c1nc3ccccc3nc1n2-c1ccc(C)cc1	-1	-0.2	-0.022	-5	0	4	1	2	·	0	1588
CN(C)c1ccc(C2N3CC4(C)CN2CC(C)(C3)C4O)cc1 (stereo not given)	-4	-0.2	·	5	-2	-8	1	2	-9	13	1744
COc1ccc(C(=O)Nc2nnc(-c3ccccc3)o2)cc1OC	32	1.9	0.33	1	-37	9	1.4	6	-1	4	1446
C=CCn1c2ccccc2c2nnc(SCC(=O)OCN3C(=O)c4ccccc4C3=O)nc21	-3	-1.5	·	15	1	8	1	-3	·	5	1605
CC(=O)Oc1ccc(/C=c2\sc3ncnn3c2=O)cc1	-2	-0.7	·	3	1	2	1	2	-39	3	1841

Records listed above shown as hits in PPARg SRC-2 ag.
mol | Redox H2O2 prof | ROMK primary | PPARg SRC-3 ag | bIAP inh | TLR4-MyD88 BLA | bIAP activator | PPARg SRC-1 ag | S1P3 antagonist | PPARg SRC-2 ag
CCc1cc2cc(C(=O)Nc3ccc(F)cc3)sc2s1 | 3.5 | · | 21 | 7 | 4 | 0.9 | 15 | · | 39*

Screening data from PubChem BioAssay.
